Source: PubChem BioAssay
IDE act = human IDE activators in live cells, primary screen, fluorescence polarization, HEK cells, FAbeta-B substrate; FAbeta-B cleavage; 0% vehicle, 100% cell-free pure enzyme wells; activation, % at 5.96 µM; actives 0.073% (n = 340,000); Insulin-degrading enzyme (Homo sapiens), P14735;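 active means activation above the mean of all tested compounds plus 3 SD, set per screening campaign, cut at about 17% in these data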
Target sequence (P14735 whole entry, looked up): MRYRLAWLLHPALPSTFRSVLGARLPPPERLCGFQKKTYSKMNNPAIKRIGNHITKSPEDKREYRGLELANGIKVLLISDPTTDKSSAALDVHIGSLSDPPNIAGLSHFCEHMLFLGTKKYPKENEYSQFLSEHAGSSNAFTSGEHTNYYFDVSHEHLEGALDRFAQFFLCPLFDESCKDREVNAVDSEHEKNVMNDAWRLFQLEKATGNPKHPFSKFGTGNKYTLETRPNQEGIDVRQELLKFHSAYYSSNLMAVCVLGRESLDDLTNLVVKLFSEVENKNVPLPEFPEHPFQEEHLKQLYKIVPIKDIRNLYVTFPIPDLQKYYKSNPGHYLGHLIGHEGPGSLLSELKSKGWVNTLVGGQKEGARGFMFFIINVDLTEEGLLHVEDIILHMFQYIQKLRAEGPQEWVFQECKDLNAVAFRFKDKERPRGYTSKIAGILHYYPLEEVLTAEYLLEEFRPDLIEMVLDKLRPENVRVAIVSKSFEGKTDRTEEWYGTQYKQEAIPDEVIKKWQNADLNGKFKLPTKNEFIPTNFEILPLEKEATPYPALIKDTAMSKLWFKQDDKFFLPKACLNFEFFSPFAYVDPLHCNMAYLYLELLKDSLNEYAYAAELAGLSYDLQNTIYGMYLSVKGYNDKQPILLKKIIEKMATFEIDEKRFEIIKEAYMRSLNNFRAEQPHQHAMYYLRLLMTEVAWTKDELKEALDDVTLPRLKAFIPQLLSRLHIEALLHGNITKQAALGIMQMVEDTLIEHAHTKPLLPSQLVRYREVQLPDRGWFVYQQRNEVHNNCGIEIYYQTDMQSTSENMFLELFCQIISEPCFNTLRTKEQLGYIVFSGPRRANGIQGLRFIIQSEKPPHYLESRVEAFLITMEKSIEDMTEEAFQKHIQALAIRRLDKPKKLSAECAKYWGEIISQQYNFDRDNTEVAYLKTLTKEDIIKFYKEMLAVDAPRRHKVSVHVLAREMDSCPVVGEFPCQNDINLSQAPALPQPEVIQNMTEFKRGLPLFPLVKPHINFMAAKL
Starred values were filed as active, the others as inactive. An excerpt. The share of hits here may be higher or lower than overall.

SMILES | IDE act
CN(C(=O)COC(=O)c1ccc2ccccc2n1)c1ccccc1 | -2
NC(=O)C1CCN(C(=O)c2cccc(CN3C(=O)c4ccccc4C3=O)c2)CC1 | 2
COc1ccccc1-c1sc2ccccc2c1C#CC1(O)CCCCC1 | 3
COc1ccc([C@H]2CC(=O)C=C(c3ccccc3-c3ccccc3)C2)cc1 | 0
Cc1nn(CC(=O)NC(=O)NC2CCCC(C)C2C)c(=O)c(C#N)c1C (configuration not stated) | 1
Cc1csc(=O)n1CCC(=O)OC(C)C(=O)Nc1ccc(N2CCOCC2)cc1 (configuration not stated) | 1
C[C@@]12C(=O)NCC(=O)N1[C@@H]1c3cc(Br)ccc3OC[C@@H]1[C@@H]2c1ccccc1 | -2
COc1cc(OC)c(C(=O)OCC(=O)Nc2nnc(-c3ccccc3)o2)cc1OC | 1
CC(C)CCn1c(SC(C)C(=O)NC2CC2)nc2ccccc2c1=O (configuration not stated) | -5
Cc1cn(CC(=O)NCCNc2ccc([N+](=O)[O-])cn2)c(=O)[nH]c1=O | 3

SMILES | IDE act
Cc1ccc(Sc2ncccc2C(=O)NCC(c2ccc(F)cc2)N2CCOCC2)c(C)c1 (configuration not stated) | 4
COc1ccccc1C(CNC(=O)c1ccc(C)c(S(=O)(=O)N2CCCCC2)c1)N1CCCC1 (configuration not stated) | -6
O=C(COC(=O)c1ccc[nH]c1=O)Nc1cc(S(=O)(=O)N2CCCCCC2)ccc1Cl | 1
COc1ccc(C)cc1S(=O)(=O)N1CCN(C/C=C/c2ccccc2)CC1 | 3
COc1cc(C(=O)Nc2ccc3nc(N4CCOCC4)sc3c2)cc(OC)c1OC | -4
CCOC(=O)N1CCN(C(=O)c2cccc(S(=O)(=O)Nc3ccccc3Cl)c2)CC1 | 1
COc1ccc(C(=O)Nc2cccc(/C=C(/CCC(=O)O)c3nc4ccccc4s3)c2)cc1 | 7
CCN(CC(=O)NCc1cccs1)C(=O)/C=C/c1ccc(OC)c(OC)c1 | 6
CN1CCN(C(=O)c2ccc(NS(=O)(=O)c3cccc([N+](=O)[O-])c3)cc2)CC1 | -2
Cc1ccc(C(=O)OCN2C(=O)c3ccccc3C2=O)o1 | 0

SMILES | IDE act
Cc1ccc(S(=O)(=O)N(C)C)cc1NC(=O)COC(=O)C1CCN(S(=O)(=O)c2cccs2)CC1 | 0
CN(C/C=C/c1ccccc1)Cc1cccc2ccccc12 | 7
CCN(C(=O)CSc1nnc(-c2ccco2)n1Cc1ccccc1)C1CCS(=O)(=O)C1 (configuration not stated) | 0
CCc1noc(C)c1C(=O)OCC(=O)Nc1cccc(C)c1 | 4
CN(C)C1=NCCN1CC1CCCCCC1 | 2
Cc1ccc(C)c(SCC(=O)OCC(=O)NCCNC(=O)COC(=O)CSc2cc(C)ccc2C)c1 | 5
COc1ccccc1N1CCN(C(=O)C2Cc3ccccc3CN2C(=O)c2ccco2)CC1 (configuration not stated) | 4
CC1CCC2(CC1)NC(=O)N(CC(=O)c1ccc(CNC(=O)C(C)(C)C)s1)C2=O (configuration not stated) | 4
C[C@H]1COC(=O)[C@H](Cc2ccc(F)cc2)C/C=C\C[C@H](CC(=O)N(CCO)Cc2ccccc2)C(=O)N1 | 3
O=C(Nc1cccc(C(=O)N2CCCCC2)c1)C1CC1 | 1

SMILES | IDE act
CCC[C@H]1CCCC/C=C\CCCC(=O)OCCN1C(=O)OC(C)(C)C | 5
COc1ccc(-c2cc(C(=O)N3CC(C)CC(C)C3)c3ccccc3n2)cc1OC (configuration not stated) | 0
O=C(OCCOc1ccc(Br)cc1)c1ccc(Cl)c(S(=O)(=O)N2CCOCC2)c1 | 3
C[C@H](CO)N1C[C@H](C)[C@@H](CN(C)S(=O)(=O)c2cccs2)Oc2c(NC(=O)Cc3ccccc3)cccc2C1=O | 2
CC(=O)Nc1ccc(SCC(=O)NC(=O)c2ccccc2Br)cc1 | 6
COc1ccc(C(C#N)CCC2OCCO2)cc1OC (configuration not stated) | -5
N#Cc1cc(C#N)c(SCC(=O)N2CC(=O)Nc3ccccc32)nc1N | -3
COC(=O)C1CCN(C(=O)NC2CC(=O)N(c3ccc4c(c3)OCCO4)C2)CC1 (configuration not stated) | 3
C=CC[C@@H](CC(=O)N[C@H](CO)Cc1ccccc1)C(=O)N[C@H](C)COC(=O)[C@@H](CC=C)Cc1ccc(F)cc1 | 0
O=C1COc2ccc(C(=O)COC(=O)c3ccccc3F)cc2N1 | 4

SMILES | IDE act
CS(=O)(=O)c1ccc(Cl)c(NC(=O)c2cc(=O)[nH]c3ccc(S(=O)(=O)N4CCOCC4)cc23)c1 | 0
O=C(CN1C(=O)NC2(CCCC2)C1=O)Nc1cc(Cl)ccc1N1CCOCC1 | 4
COc1ccc(S(=O)(=O)N2CCOCC2)cc1NC(=O)c1ccc2c(c1)OCO2 | 2
O=C(Nc1ccccc1N1CCOCC1)c1cccc(S(=O)(=O)N2CCOCC2)c1 | 6
CN(Cc1ccccc1)C(=O)c1ccc(NC(=O)Cc2ccc(NC(=O)C3CCN(C(=O)C4CCCCC4)CC3)cc2)cc1 | 0
COCCN(C(=O)COC(=O)CCC1CCCC1)c1c(N)n(Cc2ccccc2)c(=O)[nH]c1=O | 3
OCCn1cnc2c(SCc3ccccc3)ncnc21 | 1
O=S(=O)(NCCCNS(=O)(=O)c1c(F)cccc1F)c1ccc2c(c1)OCCO2 | -6
O=C(Cc1csc(NC(=O)Nc2cccc(Cl)c2)n1)NC1CCCC1 | -4
O=C(c1ccco1)N1CCN(Cc2cc(=O)c(OCc3ccccc3)co2)CC1 | 3

SMILES | IDE act
CC(=O)N[C@H]1[C@H]([C@H](O)[C@H](O)CO)O[C@](O)(C(=O)O)C[C@@H]1O | 3
O=C(C[C@H]1C/C=C\CC[C@H](Cc2ccc(F)cc2)C(=O)OC[C@H]2CCCN2C1=O)NCCO | 2
COC(=O)CCNS(=O)(=O)c1ccc2nsnc2c1 | 4
CC1CCN(C(=O)c2ccccc2SCC(=O)NCC2CCCCC2)CC1 | -3
NC(=O)c1cc([N+](=O)[O-])c(Cl)cc1NCc1cccnc1 | 5
[O-][n+]1c2ccccc2c2n1CCN1CCOC21c1ccc(Cl)cc1 (configuration not stated) | -2
CC(OC(=O)CNC(=O)c1ccc(F)cc1)C(=O)Nc1ccc(S(=O)(=O)N2CCOCC2)cc1 (configuration not stated) | 5
CC1(c2ccc(OC(F)F)cc2)NC(=O)N(CC(=O)c2ccc3c(c2)OCO3)C1=O (configuration not stated) | 0
CC(Sc1nnc(-c2ccc(Cl)cc2)n1N)C(=O)NCC1CCCO1 (configuration not stated) | 2
CCOC(=O)C1CCN(C(=O)c2ccc3c(c2)OCCO3)CC1 | 3

Single values from above:
IDE act, CC(C)CCn1c(SC(C)C(=O)NC2CC2)nc2ccccc2c1=O (configuration not stated) = -5
IDE act, CN(C/C=C/c1ccccc1)Cc1cccc2ccccc12 = 7
IDE act, CCN(C(=O)CSc1nnc(-c2ccco2)n1Cc1ccccc1)C1CCS(=O)(=O)C1 (configuration not stated) = 0
IDE act, Cc1ccc(S(=O)(=O)N(C)C)cc1NC(=O)COC(=O)C1CCN(S(=O)(=O)c2cccs2)CC1 = 0
IDE act, COC(=O)C1CCN(C(=O)NC2CC(=O)N(c3ccc4c(c3)OCCO4)C2)CC1 (configuration not stated) = 3
IDE act, Cc1csc(=O)n1CCC(=O)OC(C)C(=O)Nc1ccc(N2CCOCC2)cc1 (configuration not stated) = 1
IDE act, CCc1noc(C)c1C(=O)OCC(=O)Nc1cccc(C)c1 = 4

Next structures.
SMILES | IDE act
Cc1nc(SCC(=O)Nc2ccccc2Cl)c2c(C)c(C)sc2n1 | 0
O=C(CCNC(=O)c1ccc([N+](=O)[O-])cc1)NC1CCCCC1 | 1
COc1cc(C=NNC(=O)c2ccc(NS(=O)(=O)c3cccs3)cc2)cc(Br)c1O | 1
CCOC(=O)C1=C(C)Nc2ccccc2N/C1=N\S(=O)(=O)c1cccc(Cl)c1 | 1
CC(NC(=O)CSc1ncccn1)c1ccc2c(c1)OCO2 (configuration not stated) | 2
OC(c1ccccn1)C(O)c1ccccn1 (configuration not stated) | 6
O=C(NCc1ccccn1)c1cccc(S(=O)(=O)Nc2ccc(SC(F)F)cc2)c1 | 6
O=C(CN1C(=O)NC2(CCCCC2)C1=O)N1CCN(S(=O)(=O)c2ccc(F)c(F)c2F)CC1 | 7
O=C1NC(=O)N2CCSC2(Cc2ccccc2)N1 (configuration not stated) | 1
COc1ccc(Cl)cc1NC(=O)COC(=O)Cc1cc(OC)c(OC)c(OC)c1 | 3

SMILES | IDE act
O=P1(O)Cc2ccccc2-c2ccccc21 | 2
Fc1c(F)c(F)c(SCn2cc(Br)cn2)c(F)c1F | -4
C#CCOCCOCCOCCNc1nc(N2CCN(C(=O)[C@H](CCCN=C(N)N)n3cc(C(N)[C@@H](C)CC)nn3)CC2)nc(N2CCN(C(=O)[C@H](CCCCN)n3cc([C@@H](N)CC(N)=O)nn3)CC2)n1 (some centres not stated) | 4
Cc1ccc(N(CCC#N)C(=O)COC(=O)C2CCN(S(=O)(=O)c3ccc4c(c3)OCCO4)CC2)cc1 | -1
Cc1c(C(=O)Nc2ccc(S(=O)(=O)Nc3ncccn3)cc2)oc2ccccc12 | 2
CN(Cc1nc2ccccc2c(=O)[nH]1)C(=O)c1cccc(S(=O)(=O)N2CCc3ccccc32)c1 | -2
O=C1CN(C(=O)CSc2nnnn2C2CC2)c2ccccc2N1 | -1
Cn1cccc1C(=O)NCc1ccccn1 | 2
O=S1(=O)CCOC(CO)CN1Cc1ccc(Cl)c(Cl)c1 (configuration not stated) | -5
COCCN(CC(=O)Nc1cccc(C)c1C)C(=O)C1CCN(S(=O)(=O)c2ccccc2)CC1 | 4

Structural class, the entries above with a COOH group
SMILES | IDE act
COc1ccc(C(=O)Nc2cccc(/C=C(/CCC(=O)O)c3nc4ccccc4s3)c2)cc1 | 7
CC(=O)N[C@H]1[C@H]([C@H](O)[C@H](O)CO)O[C@](O)(C(=O)O)C[C@@H]1O | 3

New compounds follow:
SMILES | IDE act
COc1ccc(CCC(=O)OCC(=O)Nc2sccc2C(N)=O)cc1OC | -2
CCCCn1c(N)c(N(CC(C)C)C(=O)CSCC(=O)Nc2ccc(C)cc2)c(=O)[nH]c1=O | 5
COCC(=O)Nc1c(I)c(C(=O)NCC(O)CO)c(I)c(C(=O)N(C)CC(O)CO)c1I (configuration not stated) | 0
O=C(COC(=O)C1CCC1)Nc1ncc(Cl)cc1Cl | 3
O=S(=O)(c1ccc2c(c1)CCN2)N1CCCC1 | 3
CN(Cc1ccccc1)C(=O)c1nc[nH]c1C(=O)N1CCN(C(=O)OC(C)(C)C)CC1 | 2
Cn1c(=O)oc2ccccc2c1=O | -3
CCCCCC(=O)Nc1cc(S(=O)(=O)O)cc2cc(S(=O)(=O)O)cc(O)c12 | 3
CC(=O)Nc1ccc(S(=O)(=O)N(C)CC(=O)N(C)Cc2sccc2C)cc1 | 0
CCOc1ccc(OCCCC(=O)N(C)CC(=O)Nc2ccccc2Br)cc1 | 1

5 entries already listed, ordered by length of the SMILES, low to high.
SMILES | IDE act
Cn1c(=O)oc2ccccc2c1=O | -3
COc1ccc(CCC(=O)OCC(=O)Nc2sccc2C(N)=O)cc1OC | -2
CC(=O)Nc1ccc(S(=O)(=O)N(C)CC(=O)N(C)Cc2sccc2C)cc1 | 0
CCCCCC(=O)Nc1cc(S(=O)(=O)O)cc2cc(S(=O)(=O)O)cc(O)c12 | 3
COCC(=O)Nc1c(I)c(C(=O)NCC(O)CO)c(I)c(C(=O)N(C)CC(O)CO)c1I (configuration not stated) | 0

Returning to the listing, repeating the two entries before the break.
SMILES | IDE act
CC(=O)Nc1ccc(S(=O)(=O)N(C)CC(=O)N(C)Cc2sccc2C)cc1 | 0
CCOc1ccc(OCCCC(=O)N(C)CC(=O)Nc2ccccc2Br)cc1 | 1
C[C@H](CO)N1C[C@H](C)[C@@H](CN(C)C(=O)NC2CCCCC2)Oc2c(NS(=O)(=O)c3cccs3)cccc2C1=O | 3
NC(=O)c1ccc(Cn2c(C(=O)c3cc(Cl)c(N)c(Cl)c3)c3ccccc3[n+]2[O-])cc1 | -5
CN(C(=O)c1cccc(NC(=O)C2CCCN(C(=O)OC(C)(C)C)C2)c1)C1CCC1 (configuration not stated) | 2
CCOC(=O)C1(C)Oc2ccccc2C(c2ccc(OC)cc2)=C1C(=O)OC (configuration not stated) | 4
O=C(NCCCN1CCCC1=O)c1cc(S(=O)(=O)N2CCOCC2)c(Cl)cc1Cl | 4
COc1ccc(C)cc1NC(=O)C(OC(=O)c1cnc(C)cn1)c1ccccc1 (configuration not stated) | 5
Cc1ccnc(NC(=O)CNC(=O)c2cccs2)c1 | 5
O=C(CN1C(=O)NC2(CCCc3ccccc32)C1=O)Nc1ccccc1OC(F)F (configuration not stated) | 2
O=C(Nc1ccc(C(=O)N2CCC(N3CCOCC3)CC2)cc1)c1ccc(Br)o1 | -2
Cc1ccc(S(=O)(=O)N(C)c2ccc(OC(=O)CN3C(=O)NC(C)(c4ccccc4)C3=O)cc2)cc1C (configuration not stated) | -2

SMILES | IDE act
Cc1cccc(C(C)C)c1NC(=O)CSc1ncnc2[nH]ncc12 | 7
CCOC(=O)c1cccc(N2CC3CNC(=O)C2(C(=O)OC)N3C)c1 (configuration not stated) | 7
CC(C)CN(C(=O)C1COc2ccccc2O1)c1c(N)n(CC(C)C)c(=O)[nH]c1=O (configuration not stated) | 6
Cc1ccc(S(=O)(=O)N2CCC[C@H]2C(=O)OCC(=O)N2CCc3ccccc32)cc1 | -1
CCC(CCCO)CCC[C@H](C)CCC1OCCO1 (some centres not stated) | -3
Cc1cccn2c(=O)nc(SCC(=O)NCc3ccccc3Cl)nc12 | 4
C=CC[C@@H](CC(=O)OC(C)(C)C)C(=O)OC[C@H]1CCCN1C(=O)[C@@H](CC=C)CC(=O)NCCO | 0
CCN(Cc1nc2ccccc2c(=O)[nH]1)C(=O)c1ccc(C)c(NC(=O)c2ccco2)c1 | -2
NC(=O)c1ncn([C@@H]2O[C@H](CNC(=O)[C@@H](N)Cc3cccnc3)[C@@H](O)[C@H]2O)n1 | 2
